TLR4 MyD88 comp: blocks binding of human TLR4 to MyD88 | O00206+Q99836 | HeLa CL3-4 TLR4/MyD88 BLA complementation, FRET ratio | inhibition, % at 8.4 µM | 0.18% of 200,000 active; in the data active = inhibition above about 25%;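 also: 0% = vehicle and 100% = reference inhibitor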
Target sequence (O00206 whole entry, looked up): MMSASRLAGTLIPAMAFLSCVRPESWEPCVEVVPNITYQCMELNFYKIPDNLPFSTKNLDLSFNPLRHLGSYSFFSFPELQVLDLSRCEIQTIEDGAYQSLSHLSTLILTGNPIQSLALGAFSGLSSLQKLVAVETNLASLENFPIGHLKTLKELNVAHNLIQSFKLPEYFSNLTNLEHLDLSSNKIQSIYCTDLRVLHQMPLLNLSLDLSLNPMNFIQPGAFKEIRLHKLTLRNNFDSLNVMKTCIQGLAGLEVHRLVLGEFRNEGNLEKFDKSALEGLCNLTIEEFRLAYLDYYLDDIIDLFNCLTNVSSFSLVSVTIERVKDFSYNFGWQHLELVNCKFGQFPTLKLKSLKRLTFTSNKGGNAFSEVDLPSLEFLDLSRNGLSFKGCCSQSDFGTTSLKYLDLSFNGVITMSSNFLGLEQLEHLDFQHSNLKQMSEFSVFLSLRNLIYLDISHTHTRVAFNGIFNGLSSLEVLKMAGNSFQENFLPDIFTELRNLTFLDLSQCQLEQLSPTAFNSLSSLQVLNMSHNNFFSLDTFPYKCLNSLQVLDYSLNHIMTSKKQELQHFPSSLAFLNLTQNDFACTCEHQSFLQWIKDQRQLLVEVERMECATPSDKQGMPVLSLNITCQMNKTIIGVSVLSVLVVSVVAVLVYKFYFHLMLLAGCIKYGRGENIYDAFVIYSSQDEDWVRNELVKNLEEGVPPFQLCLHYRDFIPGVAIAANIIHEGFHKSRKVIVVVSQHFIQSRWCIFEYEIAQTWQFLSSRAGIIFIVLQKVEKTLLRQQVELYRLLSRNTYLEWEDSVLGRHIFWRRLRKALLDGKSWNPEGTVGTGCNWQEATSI
Target sequence (Q99836 whole entry, looked up): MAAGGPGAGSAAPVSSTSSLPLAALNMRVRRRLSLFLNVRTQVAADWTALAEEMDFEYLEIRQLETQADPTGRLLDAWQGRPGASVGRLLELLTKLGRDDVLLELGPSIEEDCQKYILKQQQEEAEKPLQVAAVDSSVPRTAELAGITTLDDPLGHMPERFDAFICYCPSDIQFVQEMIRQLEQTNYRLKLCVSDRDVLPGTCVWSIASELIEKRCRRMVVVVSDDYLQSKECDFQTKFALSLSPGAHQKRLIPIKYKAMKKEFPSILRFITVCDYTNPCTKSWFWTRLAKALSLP
Diaphorase inh: counter-screen for diaphorase-based assays: diaphorase inhibitors and chemical oxidizers. 0.69% of 190,000 active. diaphorase resazurin-to-resorufin fluorescence, NADH, 16 min; bacterial (C. kluyveri) enzyme, not human. inhibition, % at 20 µM;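 active = primary screen inhibition at 20 µM above a set limit, cut at about 50% in these data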;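 also: plate controls were DMSO with full reaction for no effect and wells lacking NADH for full effect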
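Test system: bacterial diaphorase enzyme (C. kluyveri); Quantity: 0.14 U/mL diaphorase, enzyme working solution; Times: reaction incubation of 16 min at room temperature; Measured by: fluorescence of resorufin formed from resazurin, Ex 544/Em 590 nm; Benchmarks: positive control minus NADH, DMSO neutral control.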
G6PDH counter: inhibits Leuconostoc G6PDH, flagging false hits in G6PDH-based assays; Purified L. mesenteroides G6PDH, diaphorase/resazurin coupled fluorescence, 45 min; inhibition, % at 5 µM; 0.12% of 200,000 active; AID 1020; in the data active = inhibition above about 50%
FLuc inh counter: counter-screen for luciferase assay inhibitors: firefly luciferase inhibition | 1.5% of 200,000 active | inhibition, % at 10 µM | ATPLite firefly luciferase biochemical luminescence, 10 min;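 active = inhibition above about 50% when tested at 10 µM, limit read from the data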
NF-kB neuron act: compounds increasing NF-kB expression in human neuronal cells; NF-kB reporter expression; active compounds read high; 1.6% of 190,000 active; fold change at 12.5 µM; in the data active = fold change above about 3.3
FLuc act counter: firefly luciferase counter-screen for stimulation assays; ATPlite luciferase biochemical, luminescence, 10 min; 0 = ATP-free wells, 1 = DMSO control; activation factor at 10 µM; 200,000 tested, under 10 active; AID 1027;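 active = luciferase activation factor, scaled between plate controls, of at least 2 with compound at 10 µM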
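Assay system: Luciferase/luciferin detection reagent, cell-free biochemical luciferase assay / Read-out: luciferase activation / Benchmarks: No-ATP low control, compound-free enzyme-plus-ATP high control / Medium: PBS buffer for ATP / Detection: luminescence measurement of luciferase light output / Schedule: 10 min at ambient temperature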
APP 5UTR inh: APP translation inhibition. inhibition, % at 2 µM. AID 1285. 0.82% of 190,000 active. SH-SY5Y APP 5'UTR-luciferase reporter, luminescence;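 active = inhibition above a set limit, derived from the sample mean plus 3 SD, cut at about 45% in these data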; also: values of inactives mirror those of a sister screen read the other way
STAT1 act: increases IFN-gamma driven STAT1 reporter signal; activation (% of control), % at 5.5 µM; 2.6% of 200,000 active; NIH 3T3 STAT1-luciferase reporter, luminescence; 100% = IFN-gamma alone, no compound; AID 932;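 active = activation above the screen-wide mean activation plus 3 SD, cut at about 130% in these data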;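 also: raw ratio to IFN-gamma control signal so 100% means no change and 0% no light; values of inactives mirror those of a sister screen read the other way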
Diaphorase act: activates diaphorase or chemically reduces, flagging diaphorase assay artifacts. 0.005% of 190,000 active. Diaphorase/resazurin coupled assay, resorufin fluorescence, 16 min; active compounds read high; 1 = vehicle wells, 0 = NADH-free wells. AID 1229. activation factor at 20 µM;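 active = diaphorase activity raised at least twofold by the compound at 20 µM; inactive = activation factor below 2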
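Test system: Clostridium kluyveri diaphorase, purified enzyme; input: enzyme 0.07 U/mL final; buffer or medium: 50 mM HEPES pH 7.4 with 4.542 mM MgCl2, 0.005% Tween 20; also added: 0.114 mM NADH and 0.1 mM resazurin, final amounts; schedule: 16 min enzyme reaction, ambient temperature; technique: fluorescence of resorufin, 544 nm excitation, 590 nm emission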
APP 5'UTR act: activates APP 5'UTR luciferase reporter; SH-SY5Y APP 5'UTR luciferase reporter, luminescence; zero percent = DMSO vehicle wells; activation, % at 2 µM; 1% of 190,000 active; AID 1276;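 active = activation above a set limit, based on mean plus 3 SD of controls, cut at about 140% in these data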; also: values of inactives mirror those of a sister screen read the other way
* hit, by the source's call; . = not tested or not shown.

SMILES	Diaphorase act	APP 5UTR inh	FLuc inh counter	Diaphorase inh	STAT1 act	TLR4 MyD88 comp	NF-kB neuron act	G6PDH counter	FLuc act counter	APP 5'UTR act
Cc1c(CCOC(=O)C23CC4CC(CC(C4)C2)C3)sc[n+]1CC#N	1	-15	-6	-3	95	-15	1.3	4	1.1	15
COc1ccc(NC(=O)Nc2cc3oc4ccccc4c3cc2OC)cc1	1	8	-4	3	106	-6	1.3	5	1	-8
CC(NC(=O)C(=O)NN=C1CCC(C(C)(C)C)CC1)c1ccccc1 (centres undefined)	0.9	-13	-11	7	97	6	1.1	-7	1.1	13
c1ccc2c(c1)nc(N1CCOCC1)c1nnnn12	0.8	-15	6	16	96	8	0.77	19	0.9	15
CCOC(=O)c1c(C)[nH]c(C(=O)COC(=O)CCC(=O)c2ccc3c(c2)OCCO3)c1C	0.8	-23	-8	16	87	-16	0.86	12	1.1	23
COC(=O)Cn1c(=NC(=O)c2ccc(S(=O)(=O)N3CCc4ccccc4C3)cc2)sc2cc(OC)ccc21	0.9	8	-2	11	105	1	1	-1	1	-8
O=C(Cn1cnc2scc(-c3ccccc3)c2c1=O)NCc1ccco1	0.8	18	-6	18	102	1	1.2	5	1.1	-18
CC1=C(C(=O)OC2CCCCCCC2)C(c2ccc(O)cc2)NC(=O)N1 (centres undefined)	0.8	4	-6	25	95	7	.	2	1.1	-4
COc1cccc(C2CCCN2Cc2nc(-c3sccc3C)oc2C)c1 (centres undefined)	0.9	15	-5	13	94	-3	0.87	10	1.1	-15
CCC(CC)c1nnc(NC(=O)C2CCCO2)s1 (centres undefined)	1.1	0	-2	-5	99	-8	1.6	2	1	0
COc1cccc(CN(C)C(=O)c2ccc3nccnc3c2)c1	0.9	-7	-6	5	102	-6	0.67	9	1.1	7
CCOC(=O)c1cnc(Nc2nc3ccccc3o2)nc1CN1CCN(c2ccccc2)CC1	.	-17	.	.	98	-4	.	.	.	17
Cc1cc(C)n(CC(=O)N/N=C/c2cc(Br)cc([N+](=O)[O-])c2O)n1	0.7	-28	2	27	102	-14	0.92	27	1	29
O=C(NNc1c(Cl)cc(Cl)cc1Cl)c1cccc([N+](=O)[O-])c1	0.9	-3	-6	12	96	-12	1.1	8	1.1	3
Cc1cc(C)nc(/N=C2\NC(=O)CC(C(=O)O)N2c2ccc(Oc3ccccc3)cc2)n1 (centres undefined)	0.9	16	-5	9	101	-3	1.1	6	1	-17
O=S(=O)(N1CCCCC1)N1CCN(c2ccccc2F)CC1	1	12	-9	5	95	-7	1	2	1.1	-12
CCCOc1cc(CN2CCCCC2)cc(C(C)=O)c1	1	2	-7	5	96	1	1.1	-11	1.1	-2
Cc1ccc(S(=O)(=O)NCC(=O)N(CC(=O)NC2CCCCC2)Cc2ccco2)cc1	0.9	7	-1	11	92	8	0.89	-2	1	-7
O=C(N/N=C/c1ccc([N+](=O)[O-])o1)c1cccc(S(=O)(=O)N2CCOCC2)c1	0.9	-19	-2	14	100	-4	0.9	0	1	19
COC(=O)c1sccc1-c1ccc(/C=N/OCc2c(Cl)cccc2Cl)o1	0.8	-3	-4	15	96	1	0.94	3	1	3

Retrieved by structure from the list above, 4 records:
SMILES	Diaphorase act	APP 5UTR inh	FLuc inh counter	Diaphorase inh	STAT1 act	TLR4 MyD88 comp	NF-kB neuron act	G6PDH counter	FLuc act counter	APP 5'UTR act
O=S(=O)(N1CCCCC1)N1CCN(c2ccccc2F)CC1	1	12	-9	5	95	-7	1	2	1.1	-12
O=C(N/N=C/c1ccc([N+](=O)[O-])o1)c1cccc(S(=O)(=O)N2CCOCC2)c1	0.9	-19	-2	14	100	-4	0.9	0	1	19
O=C(NNc1c(Cl)cc(Cl)cc1Cl)c1cccc([N+](=O)[O-])c1	0.9	-3	-6	12	96	-12	1.1	8	1.1	3
COC(=O)Cn1c(=NC(=O)c2ccc(S(=O)(=O)N3CCc4ccccc4C3)cc2)sc2cc(OC)ccc21	0.9	8	-2	11	105	1	1	-1	1	-8

Remaining list, next part.
SMILES	Diaphorase act	APP 5UTR inh	FLuc inh counter	Diaphorase inh	STAT1 act	TLR4 MyD88 comp	NF-kB neuron act	G6PDH counter	FLuc act counter	APP 5'UTR act
Cc1ccc(S(=O)(=O)Nc2nonc2C)cc1	1	-11	-9	5	98	-9	1	13	1.1	11
Cc1nn(Cc2ccc(Cl)c(Cl)c2)c(C)c1NC(=O)c1noc2c1CCCCC2	0.8	24	-4	18	106	15	0.97	-17	1	-24
O=C(c1ccc(N2C(=O)C3C4c5ccccc5C(c5ccccc54)C3C2=O)cc1)N1CCOCC1 (centres undefined)	1	-20	-3	0	107	3	1.1	8	1	20
CCOc1cc(C2C(C(=O)OC)=C(C)N=C3SCCC(=O)N32)ccc1OC(C)=O (centres undefined)	0.9	3	-6	10	91	12	1.7	9	1.1	-3
COc1ccc2oc(=O)c(C(=O)NCc3ccco3)cc2c1	1	12	-2	3	104	12	1.4	9	1	-12
C=CCC(NC(C)c1ccccc1)c1ccco1 (centres undefined)	1.1	-18	1	-8	102	3	1	6	1	18
CC(C)(C)c1ccc(S(=O)(=O)NCC(=O)Nc2ccc(-c3nc4ccccc4s3)cc2)cc1	0.9	-18	-2	14	112	-14	1.7	3	1	18
Cc1nn2c3c(cnc2c1-c1ccc(Cl)cc1)C(=O)CC(c1ccco1)C3 (centres undefined)	0.8	.	-7	16	.	.	.	0	1.1	.
Cc1nn(-c2ccccc2)c2c1C(c1ccc([N+](=O)[O-])cc1)N1C(=N2)C(=O)Nc2ccccc21 (centres undefined)	0.8	6	-5	24	103	5	0.25	-20	1	-6
O=c1ccc(Cc2ccc(Cl)cc2)n[nH]1	0.9	4	-7	6	105	4	1.2	6	1.1	-4
COCCNC(=O)NC12CC3(C)CC(C)(CC(C)(C3)C1)C2	0.9	3	-4	5	88	13	1.1	4	1	-3
C=CCc1cccc(C=Nc2cccn3cc(-c4ccccc4)nc23)c1O	0.9	-53	17	10	132*	0	1.4	0	0.8	53
CC1CN(C(=O)CN2C(=O)NC3(CCCCCCC3)C2=O)CC(C)O1 (centres undefined)	1.1	-7	-4	-10	101	2	1.1	12	1	7
O=C(CCc1nc(-c2ccccc2)c(-c2ccccc2)o1)OCc1ccc(Cl)cc1	0.9	1	-7	9	96	5	1.2	2	1.1	-1
CCOc1ccc(N(Cc2cc3cc(OC)ccc3[nH]c2=O)C(=O)C2CCCO2)cc1 (centres undefined)	0.7	8	-6	25	104	2	0.44	4	1.1	-8
CCOC(=O)C1=C(O)/C(=C\c2ccc(CNS(=O)(=O)c3ccc(Br)cc3)o2)N=C1C	0.5	11	-6	52*	94	0	1.3	-4	1.1	-11
Cn1c(=O)oc2cc(S(=O)(=O)NC3CCN(Cc4ccccc4)CC3)ccc21	0.9	8	3	6	97	-10	1	7	1	-8
CN(CCc1ccccn1)C(=O)CCC1CCCN(C(=O)c2ccc3c(c2)OCCO3)C1 (centres undefined)	1	-1	-4	-3	101	-3	1	14	1	1
COc1ccc(NC(=O)C2CC(=O)OC23CCCCC3)cc1 (centres undefined)	1	-2	-5	4	100	-1	1.2	15	1	2
COc1ccc(NC(C)=O)cc1CNC(=O)COc1c(C)c(C)cc(C)c1C	0.9	-3	-9	8	95	0	0.85	-4	1.1	3
COc1ccc(N/N=C(/C#N)S(=O)(=O)c2nsc(C)c2C#N)cc1	0.9	8	-2	10	94	10	1.1	-1	1	-8
COCc1nnc(NC(=O)c2ccc(S(=O)(=O)N3CCCCCC3)cc2)o1	1	0	-2	2	103	-1	0.99	7	1	0
COc1cccc(C(C(=O)NC2CCCC2)N(Cc2ccc(C)cc2)C(=O)c2ccco2)c1OC (centres undefined)	1	-2	-8	3	102	3	0.84	4	1.1	3
COc1cccc(N(CC(=O)NCC2CCCO2)C(=O)CNS(=O)(=O)c2ccccc2)c1 (centres undefined)	1.1	-16	-6	-6	104	-10	.	9	1.1	16
CCOC(=O)c1c(-c2ccc(F)cc2)csc1NC(=O)C1CC=CCC1C(=O)O (centres undefined)	0.9	-20	-7	15	95	-28	1	9	1.1	20
CCCCOC(=O)Nc1nc2ccc([N+](=O)[O-])cc2s1	1.2	-2	6	-15	94	5	1.3	-4	0.9	2
CCOC(=O)C1=C(C)N=C2SC(C)C(=O)N2C1c1ccc(OC(C)=O)c(OC)c1 (centres undefined)	0.9	2	-3	14	99	5	0.82	1	1	-2
COC(=O)C1(C)NC(c2cccs2)C2C(=O)N(c3ccccc3F)C(=O)C21 (centres undefined)	1	-3	-9	2	103	-4	1.1	5	1.1	3
CCCCCCC(=O)N(O)C1CC(=O)N(c2ccccc2)C1=O (centres undefined)	0.8	-10	0	17	74	1	1.3	0	1	10
O=C(O)C1C2CCC(C2)C1C(=O)NCCCn1ccnc1 (centres undefined)	0.8	.	-6	20	.	.	1.1	4	1.1	.
Cc1cc(C)nc(SCC(=O)OCC(=O)Nc2nc3ccccc3s2)n1	0.8	-6	5	16	91	12	1.1	16	1	6
COc1ccc2nc(SCC(=O)N3CC(=O)Nc4ccccc43)c(C#N)cc2c1	0.7	60*	-4	33	104	3	0.43	0	1	-59

Assay outcomes from PubChem BioAssay.
